# Assay outcomes as filed in PubChem.
# sPLA2-III inh: Inhibits HGIII-sPLA2 liposome hydrolysis, primary screen; Q9NZ20; QFRET BODIPY PC-A2 liposome hydrolysis, fluorescence; inhibition, % at 12.2 µM; actives 0.56% (n = 370,000);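 active means inhibition above mean plus 3 SD of compounds lying within the high and low control bounds, cut at about 19% in these data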;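 further: 0% = median of test compound wells and 100% = no enzyme DMSO wells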
# NPR1 activator: GC-A (human) enzyme activation. HEK293 GC-A cells, cGMP TR-FRET, EC30 ANP; 0% at EC30 ANP, 100% saturating ANP. P16066. actives 0.14% (n = 370,000). activation, % at 10 µM; in the data active means activation above about 40%
# rCAG binder: molecules binding r(CAG) RNA repeats | r(CAG) RNA repeat, TO-PRO-1 dye displacement fluorescence | inhibition, % at 3 µM | actives 1.3% (n = 370,000) | AID 651821;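 active means inhibition above the plate cutoff, the mean of all test compounds on that plate plus 3 SD, cut at about 35% in these data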;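 further: 0% = DMSO alone and 100% = 100 µM mitoxantrone as full dye displacement; higher means more dye released from RNA so lower well fluorescence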
# ADAM10 inh: inhibitors of human ADAM10; actives 0.62% (n = 370,000); recombinant ADAM10, EDANS/DABCYL FRET peptide cleavage, 3 h; inhibition, % at 7 µM; AID 720582;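 active means inhibition above a per-campaign cutoff equal to the mean of compounds falling between control-based bounds plus 3 SD, cut at about 20% in these data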;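 further: 0% = DMSO wells while the 100% control is not disclosed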
# Target sequence (O14672 214-748 limits assumed): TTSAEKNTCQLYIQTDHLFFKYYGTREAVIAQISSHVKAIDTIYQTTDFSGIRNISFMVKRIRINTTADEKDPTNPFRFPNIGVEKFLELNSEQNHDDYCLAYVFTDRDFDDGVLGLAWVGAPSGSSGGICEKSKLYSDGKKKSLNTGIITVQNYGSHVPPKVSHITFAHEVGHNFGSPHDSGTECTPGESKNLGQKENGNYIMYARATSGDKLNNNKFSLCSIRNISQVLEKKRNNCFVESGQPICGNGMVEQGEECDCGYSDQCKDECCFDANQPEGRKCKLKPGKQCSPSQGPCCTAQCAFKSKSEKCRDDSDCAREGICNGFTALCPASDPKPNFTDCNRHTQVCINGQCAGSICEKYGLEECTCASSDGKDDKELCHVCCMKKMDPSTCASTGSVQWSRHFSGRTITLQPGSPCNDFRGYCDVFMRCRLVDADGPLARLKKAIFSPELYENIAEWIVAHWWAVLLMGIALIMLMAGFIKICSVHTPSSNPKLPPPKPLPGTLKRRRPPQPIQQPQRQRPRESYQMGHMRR
# ASAP1 GAP inh: ASAP1 ArfGAP inhibition | Q9ULH1 | ASAP1-stimulated ARF1 GTP hydrolysis, GDP FP detection | inhibition, % at 16.5 µM | actives 0.19% (n = 360,000) | AID 624377; in the data active means inhibition above about 25%;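 further: 0% = vehicle with enzyme and substrate and 100% = no enzyme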
# KLK7 zymogen act: activates the human kallikrein-7 zymogen. purified proKLK7, EDANS-DABCYL substrate fluorescence; 100% is mature enzyme control, 0% vehicle. activation, % at 7 µM. AID 652039. actives 0.9% (n = 370,000). P49862;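 active means activation above the mean of all tested compounds plus 3 SD, computed per campaign excluding outliers beyond control limits, cut at about 13% in these data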
# Target sequence (P49862 whole entry, looked up): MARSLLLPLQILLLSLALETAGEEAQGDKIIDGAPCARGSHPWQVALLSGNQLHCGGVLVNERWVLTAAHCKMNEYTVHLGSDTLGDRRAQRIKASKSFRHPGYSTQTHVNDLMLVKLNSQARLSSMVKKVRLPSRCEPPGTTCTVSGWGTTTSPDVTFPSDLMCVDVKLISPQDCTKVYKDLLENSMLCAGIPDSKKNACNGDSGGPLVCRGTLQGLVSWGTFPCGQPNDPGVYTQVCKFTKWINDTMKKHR
# NPR2 activator: GC-B (human) receptor activation; P20594; HEK293-GC-B cells, CNP EC30, cGMP TR-FRET; 0% at EC30 CNP, 100% saturating CNP; activation, % at 10 µM; actives 0.11% (n = 370,000); AID 1920062;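 active means activation at 10 µM reaching about 35% in either raw or pattern-adjusted values, limit read from the data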
# FXN GAA850 act: frataxin GAA850 promoter activation; actives 0.56% (n = 360,000); activation, % at 6 µM; HEK293 lucGAA850 FXN promoter luciferase reporter, 24 h; percent of 10 µM SAHA response;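 active means activation above the average of all compounds screened plus 3 SD, cutoff fixed separately per campaign, cut at about 7.5% in these data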;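 further: 0% = DMSO wells and 100% = 10 µM SAHA wells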
# DDE Tn6 FP inh: DD(E)-Tn6 binding inhibition, primary FP screen. P02675. Fibrin DD(E) TRITC-Tn6 fluorescence polarization displacement. inhibition, % at 8.3 µM. actives 0.21% (n = 370,000);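 active means inhibition above a per-campaign cutoff: mean of compounds within control limits plus 3 SD, cut at about 15% in these data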;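 further: 0% = median of all compound wells on the plate and 100% = blocking peptide control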
# ARFGAP1 inh: inhibits rat ARF GTPase activating protein 1; Q62848; Arfgap1-stimulated ARF1 GTP hydrolysis, GDP FP detection; inhibition, % at 16.5 µM; actives 0.26% (n = 360,000);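 active means inhibition above a per-plate limit, mean inhibition of low control wells plus 3 SD, cut at about 25% in these data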;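 further: 0% = DMSO wells with enzyme and 100% = wells lacking Arfgap1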
#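 Material – truncated rat Arfgap1 GAP domain · Buffer or medium – HEPES-based buffer, pH 7.5 · Reagent – human ARF1(Δ1-17)-GTP substrate · Dosing – 16.5 µM single point, 1.26% DMSO · Schedule – GTP hydrolysis reaction 2 h at 25 °C · Technique – GDP detection by fluorescence polarization · Benchmarks – No-Arfgap1 wells (100%) versus DMSO full-reaction wells (0%) · Repeats – single replicate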
# * hit, by the source's call; . = no result given.
SMILES,sPLA2-III inh,NPR1 activator,rCAG binder,ADAM10 inh,ASAP1 GAP inh,KLK7 zymogen act,NPR2 activator,FXN GAA850 act,DDE Tn6 FP inh,ARFGAP1 inh
CCC(C)(C)NC(=O)C(c1ccc(OC)cc1)N(CCOC)C(=O)CCC(=O)Nc1nccs1 (stereo not given),4,0,2,1,12,-0.3,-1,1.0,-6,0
O=C(NN1C(=O)/C(=C\c2ccc(O)c([N+](=O)[O-])c2)SC1=S)c1ccccc1Cl,3,-1,5,-3,-13,0.0,-4,1.6,5,-10
Cc1ccc(/C=N/NC(=O)COc2ccc(Cl)c(C)c2)o1,-11,1,1,-2,-9,-0.1,0,2.0,0,-6
COc1ccc(C2=Nc3ccccc3N(C(=O)c3ccc4c(c3)OCO4)C2C(=O)Nc2c(C)cccc2C)cc1 (stereo not given),1,-5,12,-68,2,-58,-1,.,-18,5
Cn1c(=O)c2c(ncn2CC(=O)Nc2nc(-c3ccc(F)c(F)c3)cs2)n(C)c1=O,10,2,7,2,1,-0.2,-9,0.6,4,-2
COc1ccc(CN(C(=O)/C=C/C(=O)c2ccc(OC)cc2O)C(C(=O)NC2CCCCC2)c2ccncc2)cc1 (stereo not given),-50,11,-1,10,-6,0.1,-8,-0.3,-5,9
O=[N+]([O-])c1cc(S(=O)(=O)N2CCOCC2)ccc1N1CCNCC1,4,-3,5,2,-1,-0.2,6,1.2,-8,-3
COC(=O)c1cccc(-n2sc3ccccc3c2=O)c1,13,7,2,3,4,0.9,9,-2.4,-4,-7
CC(C)c1ccc(NC(=O)c2cc(S(=O)(=O)N3CCCC3)c[nH]2)cc1,-7,-3,5,-2,3,-0.4,1,-1.3,-1,-10
CSc1nsc(/C=C/Nc2ccc(F)cc2)c1C#N,-7,0,26,-9,4,-0.6,-13,-5.0,-8,3

# Quoted at random: 4 compounds from above, in no set order.
SMILES,sPLA2-III inh,NPR1 activator,rCAG binder,ADAM10 inh,ASAP1 GAP inh,KLK7 zymogen act,NPR2 activator,FXN GAA850 act,DDE Tn6 FP inh,ARFGAP1 inh
O=[N+]([O-])c1cc(S(=O)(=O)N2CCOCC2)ccc1N1CCNCC1,4,-3,5,2,-1,-0.2,6,1.2,-8,-3
COC(=O)c1cccc(-n2sc3ccccc3c2=O)c1,13,7,2,3,4,0.9,9,-2.4,-4,-7
Cc1ccc(/C=N/NC(=O)COc2ccc(Cl)c(C)c2)o1,-11,1,1,-2,-9,-0.1,0,2.0,0,-6
COc1ccc(C2=Nc3ccccc3N(C(=O)c3ccc4c(c3)OCO4)C2C(=O)Nc2c(C)cccc2C)cc1 (stereo not given),1,-5,12,-68,2,-58,-1,.,-18,5

# Continuation.
SMILES,sPLA2-III inh,NPR1 activator,rCAG binder,ADAM10 inh,ASAP1 GAP inh,KLK7 zymogen act,NPR2 activator,FXN GAA850 act,DDE Tn6 FP inh,ARFGAP1 inh
CC(C)C(=O)Nc1cccc(C(=O)Nc2ccc3c(c2)OCO3)c1,-3,2,-2,-4,2,-0.4,-2,1.5,-4,3
CN(C)C(CNC(C(=O)Nc1ccc([N+](=O)[O-])cc1Br)c1ccccc1)c1ccccc1 (stereo not given),-24,-24,-3,-3,8,1.0,-14,-5.5,-3,-4
CC(C(=O)Nc1sc2c(c1C(=O)NCc1ccco1)CCCC2)N1C(=O)c2ccccc2C1=O (stereo not given),0,3,0,1,1,-0.2,6,0.0,-9,1
S=c1[nH]nc(-c2ccc(Br)cc2)n1-c1ccc2c(c1)OCCO2,14,5,14,14,0,-0.1,-7,0.6,8,9
Cc1cc(OC(C)C(=O)N/N=C/CC(C)c2ccccc2)ccc1Cl (stereo not given),0,-6,1,7,-1,0.2,-1,2.1,6,-10
CCNC(=O)C1CCCN(C(=O)c2cccc(C(F)(F)F)c2)CC1 (stereo not given),-1,3,1,2,-9,0.1,0,-1.3,6,-9
COc1ccc(-c2nn3c(-c4ccccn4)nnc3s2)cc1OC,6,-1,5,-43,3,-0.4,-2,4.6,3,0
O=C(CN1C(=O)COc2ccccc21)NCc1ccc(C(=O)O)cc1,2,3,1,4,-7,-0.2,-4,1.4,-4,1
Cc1ccc(S(=O)(=O)N2CCOCC2)cc1NC(=O)CSc1nnc(C2CC2)n1C1CC1,-4,1,-2,-7,6,-1.0,-2,0.4,-4,3
Cc1cccc(N(C(=O)CNC(=O)c2cccs2)C(C(=O)NC2CCCC2)c2cccnc2)c1 (stereo not given),5,-2,-8,10,-8,-0.3,1,3.0,3,5

# In a second layout: results already given
COc1ccc(-c2nn3c(-c4ccccn4)nnc3s2)cc1OC
  sPLA2-III inh: 6
  NPR1 activator: -1
  rCAG binder: 5
  ADAM10 inh: -43
  ASAP1 GAP inh: 3
  KLK7 zymogen act: -0.4
  NPR2 activator: -2
  FXN GAA850 act: 4.6
  DDE Tn6 FP inh: 3
  ARFGAP1 inh: 0

Cc1cccc(N(C(=O)CNC(=O)c2cccs2)C(C(=O)NC2CCCC2)c2cccnc2)c1 (stereo not given)
  sPLA2-III inh: 5
  NPR1 activator: -2
  rCAG binder: -8
  ADAM10 inh: 10
  ASAP1 GAP inh: -8
  KLK7 zymogen act: -0.3
  NPR2 activator: 1
  FXN GAA850 act: 3.0
  DDE Tn6 FP inh: 3
  ARFGAP1 inh: 5

Cc1cc(OC(C)C(=O)N/N=C/CC(C)c2ccccc2)ccc1Cl (stereo not given)
  sPLA2-III inh: 0
  NPR1 activator: -6
  rCAG binder: 1
  ADAM10 inh: 7
  ASAP1 GAP inh: -1
  KLK7 zymogen act: 0.2
  NPR2 activator: -1
  FXN GAA850 act: 2.1
  DDE Tn6 FP inh: 6
  ARFGAP1 inh: -10

# 4 compounds out of the list above, ordered by the number in ARFGAP1 inh, low to high:
SMILES,ARFGAP1 inh
CCNC(=O)C1CCCN(C(=O)c2cccc(C(F)(F)F)c2)CC1 (stereo not given),-9
COC(=O)c1cccc(-n2sc3ccccc3c2=O)c1,-7
Cc1ccc(/C=N/NC(=O)COc2ccc(Cl)c(C)c2)o1,-6
Cc1cccc(N(C(=O)CNC(=O)c2cccs2)C(C(=O)NC2CCCC2)c2cccnc2)c1 (stereo not given),5

# Other records
SMILES,sPLA2-III inh,NPR1 activator,rCAG binder,ADAM10 inh,ASAP1 GAP inh,KLK7 zymogen act,NPR2 activator,FXN GAA850 act,DDE Tn6 FP inh,ARFGAP1 inh
COc1cc2ccccc2cc1C(=O)NCCCN1CCOCC1,12,2,-2,-109,0,1.7,4,-0.1,0,-7
CCOC(=O)Cc1csc(NC(=O)c2cc(C)c(C)s2)n1,-8,-8,3,-10,6,-0.3,-1,-1.8,-5,4
COc1ccc2c(c1)c(C(=O)OCCN(C)C)c(C)n2C,3,0,-1,4,17,0.2,-3,2.0,4,7
Cc1csc(CNc2ncnc3ccc(-c4cccc(Cl)c4)cc23)c1,-12,14,30,-36,-5,-5.6,11,2.4,-1,7
CC(=O)c1cccc(NC(=O)C2CCN(S(=O)(=O)c3ccccc3)CC2)c1,-6,-3,-3,4,6,0.2,-11,-3.4,6,10
